Assay outcomes: PubChem, several laboratories
zVAD death inh: blocks zVAD induced death of L929 cells; AID 1377; L929 zVAD necroptosis rescue, ATP luminescence, 24 h; with zVAD 60 µM; viability rescue, % at 10 µM; 220,000 tested, 0.38% active;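 active means activation, scaled between plate controls, above about 75%, limit read from the data; inactive means activation under that limit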;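 further: 0% = zVAD with DMSO and 100% = DMSO alone without zVAD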
Rad51 HR inh: blocks human Rad51 in homologous recombination; Q06609; hRad51 DNA strand exchange, fluorescence dequenching; inhibition, % at 10 µM; 200,000 tested, 0.085% active;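 active means inhibition above 40% at the single screening dose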;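 further: 0% = DMSO control wells and 100% = blanks with heterologous ssDNA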
Target sequence (Q06609 whole entry, looked up): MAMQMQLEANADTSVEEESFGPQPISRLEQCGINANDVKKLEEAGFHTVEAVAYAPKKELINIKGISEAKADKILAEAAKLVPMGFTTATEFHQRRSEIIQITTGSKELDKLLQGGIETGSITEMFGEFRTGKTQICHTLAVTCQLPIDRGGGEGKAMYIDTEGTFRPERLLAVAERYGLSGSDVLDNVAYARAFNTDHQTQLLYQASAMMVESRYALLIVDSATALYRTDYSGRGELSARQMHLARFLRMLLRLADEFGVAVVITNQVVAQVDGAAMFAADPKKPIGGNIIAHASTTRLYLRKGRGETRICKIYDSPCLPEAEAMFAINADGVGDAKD
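material = hRad51 filaments on single-stranded DNA | timing = filaments 15 min 37 °C, then compound 30 min | signal = FRET fluorescence dequenching, excitation 485 nm, emission 520 nm | benchmarks = control wells and blank wells on each plate | evaluation = percent inhibition relative to plate controls and blanks | compound = 10 µM final, single point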
eIF4E 4G PPI: eIF4E/eIF4G interaction inhibition in translation initiation; 220,000 tested, 0.37% active; inhibition, % at 21.7 µM; AID 782; TR-FRET eIF4E-eIF4GI(517-606) binding, 2 h;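 active means inhibition above about 30%, limit read from the data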;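 further: 0% = full FRET control wells and 100% = background wells lacking eIF4GI fragment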
m-calpain inh: inhibitors of pig calpain II; purified calpain II, fluorogenic peptide substrate, 30 min; inhibition, % at 16 µM; 220,000 tested, 0.37% active; AID 1236;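 active means inhibition above about 50%, limit read from the data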
KCC2 mod: modulators of human KCC2 chloride dependent transport | B-score of Tl+ flux slope (higher = more flux/activation; lower = inhibition) at 10 µM | KCC2 cells, thallium flux FluoZin-2 fluorescence | Q9H2X9 | AID 1456 | 190,000 tested, 2.2% active;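 active means thallium flux slope and its plate-corrected score both differing from the plate sample mean at a set confidence after two filtering rounds, in either direction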;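 further: slope of fluorescence scaled to starting intensity during 10 to 20 s after thallium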
PERK inhibitor: inhibitors of human PERK kinase; CHO PERK-DD fusion, SEAP luminescence translation reporter; inhibition, % at 5.6 µM; 220,000 tested, 0.17% active; AID 1416;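 active means inhibition above the mean inhibition of all tested compounds plus 3 SD, set separately per screening campaign, cut at about 2.9% in these data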;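 further: PERK kinase domain activated by AP20187 dimerizer at 100 nM; 0% = DMSO with dimerizer and 100% = rapamycin at 8.4 µM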
TNF death inh: blocks TNF-alpha induced death of Jurkat FADD-/- cells; 220,000 tested, 0.068% active; activation (protection from cell death), % at 10 µM; Jurkat FADD-/- TNF necroptosis rescue, ATP luminescence, 24 h; 0 = TNF only, 100 = no-TNF cells; AID 463075;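 active means activation, meaning protection from cell death, of at least 50% relative to plate controls; inactive means activation below 50%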;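 further: necroptosis triggered by 40 ng/mL TNF-alpha added together with compound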
EBV gp42 block: inhibitors of Epstein-Barr virus glycoprotein 42; Q1HVG2; Fluorescence polarization binding assay, mP read-out; inhibition, % (tested at 21.74 µM); 220,000 tested, 0.42% active; in the data active means inhibition above about 50%
Target sequence (Q1HVG2 whole entry, looked up): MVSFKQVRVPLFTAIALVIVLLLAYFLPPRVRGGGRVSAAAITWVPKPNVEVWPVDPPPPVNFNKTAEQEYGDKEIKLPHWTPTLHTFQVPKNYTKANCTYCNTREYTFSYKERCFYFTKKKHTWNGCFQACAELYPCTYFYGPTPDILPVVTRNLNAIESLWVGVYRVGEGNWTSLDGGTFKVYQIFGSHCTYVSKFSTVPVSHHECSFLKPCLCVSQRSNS
MDM2 E3 inh: inhibitors of human Mdm2 E3 ubiquitin ligase. Q00987. cell-based MDM2 ubiquitination luciferase reporter, 2 h; 0 = plate control, 100 = twice control, blank-subtracted. signal enhancement, % at 5 µM. 210,000 tested, 0.11% active;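 active means signal enhancement of 30% or more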;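 further: luminescence tracks abundance of the self-degrading MDM2-luciferase fusion protein; higher signal means inhibition of MDM2 E3 ligase activity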
Target sequence (Q00987 whole entry, looked up, the tested form may be a part): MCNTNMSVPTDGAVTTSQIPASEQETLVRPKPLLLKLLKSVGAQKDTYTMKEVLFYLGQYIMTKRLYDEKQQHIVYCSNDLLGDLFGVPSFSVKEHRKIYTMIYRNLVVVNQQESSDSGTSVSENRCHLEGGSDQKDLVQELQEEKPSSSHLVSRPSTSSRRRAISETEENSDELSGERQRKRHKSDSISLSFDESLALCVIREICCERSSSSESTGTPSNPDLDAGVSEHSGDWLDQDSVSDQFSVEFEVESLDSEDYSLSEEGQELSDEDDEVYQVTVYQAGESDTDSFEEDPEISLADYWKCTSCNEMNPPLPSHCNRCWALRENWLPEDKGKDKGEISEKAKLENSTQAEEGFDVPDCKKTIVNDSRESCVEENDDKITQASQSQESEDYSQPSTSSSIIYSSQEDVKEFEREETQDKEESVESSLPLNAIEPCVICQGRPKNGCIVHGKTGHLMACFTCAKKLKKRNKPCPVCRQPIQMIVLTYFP
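System: stable MDM2–luciferase fusion reporter cells / Input: 2000 cells seeded into each well / Schedule: 4 h settle plus 2 h compound, 37 °C / Compound: single-point 5 µM / Buffer or medium: cells held in DMEM / Benchmarks: control and blank well means / Evaluation: percent signal gain over controls, blank-subtracted / Measured by: luciferase luminescence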
An asterisk follows results filed as active; x = not tested or not shown; [ ] = another dose, or the depositor's remark.

Compound	zVAD death inh	Rad51 HR inh	eIF4E 4G PPI	m-calpain inh	KCC2 mod	PERK inhibitor	TNF death inh	EBV gp42 block	MDM2 E3 inh
COc1cc(NC(=O)c2cc3c(=O)n(C)c4ccccc4c3n2C)cc(OC)c1OC	0.3	-3	5	-341	x	-0.6	-1.1	-10	-3
S=C(NCCc1c[nH]c2ccccc12)NC1CC1	0.4	0	0	-8	-0.09	0.0	-0.8	4	-3
CC(CO)NCC12CC3CC(CC(C3)C1)C2 (configuration not stated)	0.0	3	1	-8	1.1	0.9	2.5	-9	-5
CCS(=O)(=O)N1CCC(C(=O)NCCC2=CCCCC2)CC1	1.9	-2	-1	4	x	0.6	0.5	1	-12
CN(C(=O)c1c(Br)cnn1C)C12CC3CC(CC(C3)C1)C2	0.8	x	1	-3	-0.38	-1.1	1.3	10	x
O=C1NC[C@H](c2ccccc2)N(CCc2cccc3ccccc23)C1=O	1.1	-2	-3	7	-1.5	x	1.2	-16	-7
CCOC(=O)N1CCC(N2CCN(CCC(C)C)C(CCO)C2)CC1 (configuration not stated)	-0.4	-8	-1	-8	0.66	-0.4	-0.4	5	-6
CCCCCCc1cc2cc(C(=O)NCc3ccccc3)c(=N)oc2cc1O	-1.1	-66	0	-134	1	0.4	-1.0	-29	5
CC1(c2ccc(OC(F)F)cc2)NC(=O)N(CC(=O)Nc2ccc(S(N)(=O)=O)cc2)C1=O (configuration not stated)	4.0	16	3	-40	0.68	0.3	1.3	-19	-19
CCC(C)NC(=O)CSc1nc2scc(-c3ccccc3)c2c(=O)[nH]1 (configuration not stated)	0.9	x	0	18	-1.3	0.6	0.8	-1	-8
CC(=O)c1cc(CC=C(C)C)c(O)c(CC=C(C)C)c1O	-0.1	x	2	-13	0.63	0.9	-2.3	-8	-67
CC(C)c1ccc(/C=C/C(=O)NCc2ccc(S(N)(=O)=O)cc2)cc1	1.9	-13	0	-29	0.89	0.3	-0.1	7	-1
CCOC(=O)c1c(C)oc2ccc(O)c(CN3CCCCC3)c12	0.1	4	7	11	-0.86	-0.6	1.6	-11	1
Cc1ccccc1/C(N)=N/OC(=O)c1ccc(F)cc1	0.2	x	0	8	x	0.8	0.0	-17	-7
COCc1cc(C)nc(N)c1C#N	x	-2	-1	-66	x	x	x	-13	-21
CC(=O)c1cccc(N2C(=O)Nc3ccccc3N2O)c1	3.7	17	-1	-25	-0.012	0.9	-0.3	-23	-28
CCc1ccccc1NC(=S)N(CCN(C)C)C(C)c1cccnc1 (configuration not stated)	0.0	-7	1	27	0.75	-0.7	-0.9	3	-13
COc1ccc(NS(=O)(=O)c2cccs2)c(OC)c1	-0.5	-2	1	14	0.65	0.2	-4.2	-3	-17
COc1ccc([N+](=O)[O-])cc1NC(=O)C1CCCO1 (configuration not stated)	0.0	8	14	7	-1.1	0.6	1.1	-15	13
CCC(=O)N1CCN(c2ccc(NC(=S)NC(=O)COc3ccccc3)cc2)CC1	0.8	-22	-3	-2	3.2	0.3	-0.7	-2	-6
O=S(=O)(Nc1cccnc1)c1cccs1	-0.2	4	-9[fluorescence artefact?]	-29	1.6	0.0	1.5	-17	-14
O=C(CSc1nnc(-c2cc3ccccc3cc2O)n1Cc1ccco1)c1ccc(F)cc1	0.1	-2	0	-43	-0.17	-1.2	-9.6	7	-15
O=C(COc1ccccc1)Nc1ccccc1Cl	1.2	34	1	5	0.32	1.3	0.7	-10	-8
O=C(Nc1ccc(Cl)cc1)C(c1ccccc1)N(CCO)CCO (configuration not stated)	-0.8	4	-1	-10	0.25	-0.9	-1.4	-13	-9
CC(C)NC(=S)NN=C1CCC(c2ccccc2)CC1 (configuration not stated)	0.9	-15	1	15	-0.15	0.3	1.0	-9	-9
CCc1ccc(Nc2nnc(SCC(=O)Nc3cccc(S(=O)(=O)NC4=NCCCCC4)c3)s2)cc1	0.3	1	-11[fluorescence artefact?]	-16	-7.4*	-0.9	1.8	-5	-1
Cc1ccc(CNC(=O)c2cn(C)c(=O)c3c2c2ccccc2n3C)o1	1.2	-2	4	-93	x	-0.1	0.8	-27	-2
O=S(N1CCCCCC1)C12CC3CC(CC(C3)C1)C2 (configuration not stated)	4.0	3	-4[fluorescence artefact?]	19	x	1.4	-1.2	-12	-24
CCOC(=O)Cc1csc(NC(=O)CCS(=O)(=O)Cc2ccccc2)n1	1.1	-2	2	22	0.0025	0.7	4.1	-39	-12
O=C(c1cccs1)N1CCN(Cc2ccncc2)CC1	0.1	-4	7	-10	0.62	-0.3	0.2	-9	-28

Of the compounds above, these have an NH in an aromatic ring:
Compound	zVAD death inh	Rad51 HR inh	eIF4E 4G PPI	m-calpain inh	KCC2 mod	PERK inhibitor	TNF death inh	EBV gp42 block	MDM2 E3 inh
S=C(NCCc1c[nH]c2ccccc12)NC1CC1	0.4	0	0	-8	-0.09	0.0	-0.8	4	-3
CCC(C)NC(=O)CSc1nc2scc(-c3ccccc3)c2c(=O)[nH]1 (configuration not stated)	0.9	x	0	18	-1.3	0.6	0.8	-1	-8

(list continues)
Compound	zVAD death inh	Rad51 HR inh	eIF4E 4G PPI	m-calpain inh	KCC2 mod	PERK inhibitor	TNF death inh	EBV gp42 block	MDM2 E3 inh
O=C(O)c1ccc(CSc2ccccn2)cc1	3.5	-2	0	22	-0.73	0.3	-0.2	-8	3
CC(=O)Oc1ccc(N(c2ccccc2)S(=O)(=O)c2ccc(C)cc2)cc1	-1.3	-9	4	3	-0.047	2.4	-0.5	-11	-18
O=S(=O)(c1ccc(NC(=S)N2CCN(c3ccccc3F)CC2)cc1)N1CCOCC1	-0.1	16	2	-6	-0.023	0.4	-3.0	13	-7
COC(=O)C1=C(N)c2c(F)cccc2C1(C#N)c1ccc(F)cc1 (configuration not stated)	-0.9	0	-1	-36	-0.21	0.0	-5.3	-11	-10
O=C(NCc1cccc(C(F)(F)F)c1)c1cccc(S(=O)(=O)NCc2ccccc2)c1	68	7	5[fluorescence artefact?]	26	0.023	0.0	7.4	10	-34
CC(=O)c1ccc(NC(=O)C2(S(=O)(=O)c3ccccc3)CC2)cc1	0.5	-8	-2	-5	0.88	0.8	1.5	-10	2
CCc1cc(C(c2ccccn2)N2CCN(C)CC2)c(NC(=O)c2ccccc2)s1 (configuration not stated)	0.4	1	2	-5	0.0083	-0.1	-7.0	-1	-9
CCOC(=O)N1C=CC=C[C@@H]2[C@@H](N3C(=O)c4ccccc4C3=O)C(=O)N21	x	14	3	-22	-0.035	0.9	0.7	3	9
CC1CN(C(=O)COC(=O)c2cccs2)CC(C)O1 (configuration not stated)	-0.6	x	1	-6	1.2	0.3	0.6	-10	-6
COc1ccc(/C=C/C(=O)NCCN2CCOCC2)cc1OC	0.5	6	-4	-59	0.054	-0.1	1.2	6	-12
COc1cc(C(=O)N[C@H](C(=O)NC(C)C23CC4CC(CC(C4)C2)C3)C(C)C)cc(OC)c1OC (some centres not stated)	-0.1	8	4	7	0.29	-1.0	0.5	-20	-10
Cc1ccc(NC(=S)N/N=C/c2c(C)[nH]c3ccccc23)cc1	-1.4	-8	2	-18	0.082	0.6	-3.8	-62	-20
COc1cccc(-c2nc(=S)c3c(n2Cc2ccco2)CCCC3)c1	0.1	0	3	11	13*	0.4	-3.0	3	-6
CC(C)N(Cc1ccccc1)C(=O)COC(=O)c1ccc2c(c1)OCCO2	-0.4	-2	11	12	0.31	-0.7	0.6	-13	-19
S=C(NCc1ccc(Cl)cc1)Nc1ccccc1	x	x	1[fluorescence artefact?]	34	-0.14	0.0	-3.1	0	-6
CCCOc1ccc(/C=N/Nc2ccc(C(=O)O)cc2)c(OCCC)c1	3.2	12	-2	9	-2.3	0.4	-0.6	-5	-32
CCCS(=O)(=O)N1CCC(C(=O)NCCN(CC)c2ccccc2)CC1	-0.5	7	0	-4	0.15	0.5	0.6	-8	-21
CC(=O)NS(=O)(=O)c1ccc(NC(=O)/C=C/c2ccccc2Cl)cc1	0.2	-2	-1	-21	x	0.2	-2.6	-4	0
CCOc1ccc(-c2nnc(SCC(=O)Nc3ccc4c(c3)c3ccccc3n4CC)n2N)cc1	-0.1	-2	-48[fluorescence artefact?]	40	1.3	-0.7	-2.0	-2	-29
Cn1nc(C(=O)NC2CCCc3ccccc32)ccc1=O (configuration not stated)	2.9	-2	1	-20	0.55	-0.5	-0.2	5	-23
Brc1ccc(-c2nnc3n2C2(CCCC2)Cc2ccccc2-3)o1	-0.8	-5	6	-1	-0.86	-0.3	-2.9	-4	1
CCC(/C=N/NC(=O)CCCCC(=O)N/N=C/C(CC)CC)CC	0.1	-3	13	1	-2.1	0.5	1.2	-13	10
Cn1c(SCc2c(F)cccc2Cl)nnc1-c1cnccn1	-0.2	-1	1	22	x	-1.1	21	3	-17
CCOC(=O)c1[nH]c(C)c(C(=O)N2CCc3c([nH]c4ccccc34)C2c2ccccn2)c1C (configuration not stated)	0.1	-1	-1	-33	x	-0.2	-2.2	6	-7
Cc1cccc(NC(=O)CSc2nnc(-c3cc(C)n(-c4ccccc4)c3C)o2)c1C	0.1	x	1	0	-0.3	-0.5	2.7	-6	4
CC(C)OC(=O)CSc1nc2cccnc2n1-c1ccc(F)cc1	-0.2	0	1	5	-0.29	-0.4	-1.1	-3	-6
CCCCn1c(=O)nc2n(-c3ccc(Cl)cc3)c3ccccc3cc-2c1=O	2.2	13	4	-156	1.3	1.3	0.8	-24	-16
O=C(Nc1ncccn1)C12CC3CC(CC(C3)C1)C2	2.4	17	6	25	-0.23	1.1	2.6	-14	-18
CCOC(=O)c1ccc(-n2c(CN(CC)CC)nc3ccc([N+](=O)[O-])cc3c2=O)cc1	0.4	18	1	-115	-0.17	0.4	-0.9	-8	-9
Cc1noc(C)c1COC(=O)CCCc1nc2ccccc2s1	0.0	2	2[fluorescence artefact?]	-9	x	-0.5	-3.0	-16	4

(cont.)
Compound	zVAD death inh	Rad51 HR inh	eIF4E 4G PPI	m-calpain inh	KCC2 mod	PERK inhibitor	TNF death inh	EBV gp42 block	MDM2 E3 inh
C=CCC1(C)C(=O)N(c2ccccc2)c2ccccc21 (configuration not stated)	0.1	6	20	19	-1.7	1.0	0.3	-5	-4
c1ccc(OCc2nc3c4c(ncn3n2)-c2ccccc2CC42CCCC2)cc1	2.0	x	5[fluorescence artefact?]	24	0.68	0.4	1.2	-10	x
N=C1C(c2nc3ccccc3[nH]2)=C(O)CN1NC(=O)COc1cccc(F)c1	x	17	-3	-5	-0.12	1.1	0.8	-12	14
CC(=O)Nc1ccc(NC(=O)CSc2nnc(COc3ccccc3C)n2CC2CCCO2)cc1 (configuration not stated)	1.0	9	-2	3	-0.45	0.8	4.1	-9	-7
Cc1ccc(-n2ncc3c(NCc4ccco4)ncnc32)c(C)c1	0.0	-11	6	5	-0.4	0.2	0.5	-4	1

Structures from the list above with a nitro group on carbon (2):
Compound	zVAD death inh	Rad51 HR inh	eIF4E 4G PPI	m-calpain inh	KCC2 mod	PERK inhibitor	TNF death inh	EBV gp42 block	MDM2 E3 inh
COc1ccc([N+](=O)[O-])cc1NC(=O)C1CCCO1 (configuration not stated)	0.0	8	14	7	-1.1	0.6	1.1	-15	13
CCOC(=O)c1ccc(-n2c(CN(CC)CC)nc3ccc([N+](=O)[O-])cc3c2=O)cc1	0.4	18	1	-115	-0.17	0.4	-0.9	-8	-9
